# NPYLR7 ag – activates Aedes aegypti NPYLR7 receptor | HEK293T NPYLR7/Galpha15, GCaMP6s calcium fluorescence | activation, % at 10 µM | 270,000 compounds, 0.15% hits | AID 1259423; in the data active = activation above about 40%;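 also: 0% = vehicle and 100% = reference agonist at the receptor; some compounds past the cut are filed as inactive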
# mcGAS inh – mouse cGAS inhibition by luminescence; inhibition, % at 12.5 µM; recombinant cGAS, Kinase-Glo ATP depletion luminescence; AID 1259399; 160,000 compounds, 0.15% hits;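 also: 0% = negative control wells and 100% = reference inhibitor with no enzyme activity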
# hcGAS inh – inhibitors of human cGAS; 290,000 compounds, 0.081% hits; recombinant h-cGAS, ATP depletion, Kinase-Glo luminescence; inhibition, % at 12.5 µM; Q8N884;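 also: 0% = vehicle reaction and 100% = reaction without DNA for no activity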
# Target sequence (Q8N884 whole entry, looked up): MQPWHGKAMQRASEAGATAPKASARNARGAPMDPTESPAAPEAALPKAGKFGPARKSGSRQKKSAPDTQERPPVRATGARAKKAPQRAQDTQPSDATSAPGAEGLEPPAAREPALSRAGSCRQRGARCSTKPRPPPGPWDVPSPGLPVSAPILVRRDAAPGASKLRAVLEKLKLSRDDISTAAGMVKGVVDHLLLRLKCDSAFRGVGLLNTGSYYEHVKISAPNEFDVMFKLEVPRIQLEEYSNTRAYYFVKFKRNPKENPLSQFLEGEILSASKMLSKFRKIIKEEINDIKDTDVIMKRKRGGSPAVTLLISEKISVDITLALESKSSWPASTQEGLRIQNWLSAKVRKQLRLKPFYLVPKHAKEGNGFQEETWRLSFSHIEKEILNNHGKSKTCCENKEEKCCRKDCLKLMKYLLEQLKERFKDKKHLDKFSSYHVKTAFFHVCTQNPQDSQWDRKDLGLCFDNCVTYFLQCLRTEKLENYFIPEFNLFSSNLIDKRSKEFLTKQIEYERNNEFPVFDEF
# * hit, by the source's call; nt = not tested or not shown. Rule as the data show it, unless noted: active = inhibition above about 40%; inactive = the rest.
SMILES,NPYLR7 ag,mcGAS inh,hcGAS inh
CCCc1c(C)nn(-c2ccc(C(=O)N3CCC(C(=O)OCC)CC3)cc2)c1C,-8,-5,-5
C[C@@H](NC(=O)N1CCC(n2cc(-c3cccnc3)nn2)CC1)c1ccccc1,-2,nt,-8
COc1ccc(/C=C/C(=O)NNC(=O)COc2ccc([N+](=O)[O-])cc2)cc1,-4,-7,-4
COc1cc(C)ccc1-n1c(CCC(=O)NCCN2CCCC2)cc2c1-c1ccccc1OC2,0,-11,-8
CC1(C)N=C(N)NC(Nc2ccc(Br)cc2)=N1,2,nt,-9
Cc1cc(=O)[nH]c(-n2nc(C3CC3)cc2NC(=O)c2ccc3c(c2)OCO3)n1,1,nt,-1
C=c1ccccc1=C1C=NNC(=NCCCC(=O)OC)N1,-8,-4,-8
CC1CN(C(=O)c2cnn(C)c2NC(=O)c2ccc(F)cc2Cl)CC(C)O1 (configuration not stated),3,nt,-7
Nc1nc(SCc2ccccn2)[nH]c(=O)c1NC(=O)c1ccc(F)c(F)c1,-2,-9,1
Cc1occc1C(=O)n1c(C)csc1=Nc1ccc(C(=O)O)cc1,-6,nt,1
COc1cc(OC)cc(C(=O)NCC2CCCN(Cc3cnn(C)c3)C2)c1 (configuration not stated),14,nt,-5
Cc1nnc(NCc2ccc(N3CCSCC3)cc2)c(C#N)c1C,1,nt,-3
COc1ccc(CCCN(C)S(=O)(=O)c2ccc(S(=O)(=O)N3CCCC3)cc2)cc1OC,1,nt,-17
CCN1C(=O)NC(c2ccc(C)cc2C)C2=C1CN(C(CC(C)C)C(=O)NCCCOC)C2=O (configuration not stated),5,-3,-4
COCC(=O)NC1CCN(c2ccccc2C(=O)N2CCN(c3ccc(Cl)cc3)CC2)CC1,-3,nt,-6
Brc1ccc(-c2nc(-c3ccccn3)no2)o1,3,nt,-8
Cc1cc(C)n2nc(SCC(C)C)nc2n1,2,nt,-2

# Part of the list above, with values under each structure:
# Every second line gives: NPYLR7 ag, mcGAS inh, hcGAS inh
> Cc1nnc(NCc2ccc(N3CCSCC3)cc2)c(C#N)c1C
    1, nt, -3
> CCN1C(=O)NC(c2ccc(C)cc2C)C2=C1CN(C(CC(C)C)C(=O)NCCCOC)C2=O (configuration not stated)
    5, -3, -4
> C[C@@H](NC(=O)N1CCC(n2cc(-c3cccnc3)nn2)CC1)c1ccccc1
    -2, nt, -8

# 5 compounds from above, sorted by molecular weight, low to high.
SMILES,NPYLR7 ag,mcGAS inh,hcGAS inh
Cc1nnc(NCc2ccc(N3CCSCC3)cc2)c(C#N)c1C,1,nt,-3
COc1ccc(/C=C/C(=O)NNC(=O)COc2ccc([N+](=O)[O-])cc2)cc1,-4,-7,-4
C[C@@H](NC(=O)N1CCC(n2cc(-c3cccnc3)nn2)CC1)c1ccccc1,-2,nt,-8
CCCc1c(C)nn(-c2ccc(C(=O)N3CCC(C(=O)OCC)CC3)cc2)c1C,-8,-5,-5
CCN1C(=O)NC(c2ccc(C)cc2C)C2=C1CN(C(CC(C)C)C(=O)NCCCOC)C2=O (configuration not stated),5,-3,-4

# Screens deposited in PubChem BioAssay by Fisher Drug Discovery Resource Center.
